GRP78 ERSR act: qHTS for Inducers of the Endoplasmic Reticulum Stress Response (ERSR) in Human Glioma: qHTS. U87-MG GRP78 promoter luciferase reporter, 16 h. Potency, µM, without a hit: at the highest dose activation, hits mostly activators. 0.02% of 420,000 active. AID 602332, 2012; also: potency is read from the fitted curve at half-maximal effect; series mostly up to about 76 µM; % of control where 0% means no effect; nearly all actives have a fitted effect of over 35% in size
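Stably transfected U87-MG human glioma cells carrying a GRP78-based luminescent sensor were seeded at 1000 cells/well, pin-dosed with compounds and incubated 16 h. Luciferase reagent was then added, and end-point luminescence was read after 10 min at room temperature.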
Apoferritin bind: qHTS Assay for Identification of Novel General Anesthetics; 0.074% of 350,000 active; apoferritin/1-aminoanthracene competitive binding, fluorescence; AID 485281, 2010; Ferritin light chain (Equus caballus), P02791; Potency, µM (highest dose often 77.5 µM), without a hit: at the highest dose activity change, negative = displacement, hits mostly inhibitors; also: potency is read from the fitted curve at half-maximal effect; % is scaled to controls: 0 for no effect and ±100 for the full control effect; nearly all actives have a fitted effect of over 20% in size
Target sequence (P02791 2-175 limits assumed): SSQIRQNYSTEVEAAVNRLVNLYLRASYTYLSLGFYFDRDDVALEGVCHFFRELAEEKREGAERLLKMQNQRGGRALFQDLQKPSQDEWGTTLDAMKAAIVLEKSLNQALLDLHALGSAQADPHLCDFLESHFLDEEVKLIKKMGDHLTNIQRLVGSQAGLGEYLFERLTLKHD
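Apoferritin-based anesthetic binding model; compound displacement of fluorescent 1-AMA measured as endpoint fluorescence after 10 minutes at room temperature, scaled to free-ligand and complex controls.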
POLI inh: qHTS for Inhibitors of Polymerase Iota. Pol iota fluorescent replication assay, 10 min. Potency, µM (doses to about 115 µM), for inactives: at the highest dose activity, negative = inhibition, hits mostly inhibitors. 1% of 390,000 active. AID 588590, 2011; also: potency is read from the fitted curve at half-maximal effect
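Pol iota at 10 nM preincubated 15 min with compounds at room temperature; reaction started with fluorescent substrate, 50 nM final. Fluorescence read kinetically at 0 and 10 min; buffer-only wells as negative control.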
BLM inh: qHTS Assay for Inhibitors of Bloom's syndrome helicase (BLM). RecQ-like DNA helicase BLM (Homo sapiens), P54132. Potency, µM (series often up to 56.1 µM), without a hit: at the highest dose activity change, negative = inhibition, hits mostly inhibitors. AID 2528, 2010. 0.2% of 350,000 active. recombinant BLM DNA unwinding, fluorescence dequenching;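 also: potency is read from the fitted curve at half-maximal effect; plate controls were vehicle for no effect and no enzyme for full effect; nearly all actives have a fitted effect of over 35% in size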
APEX1 inh: qHTS Assay for Inhibitors of the Human Apurinic/apyrimidinic Endonuclease 1 (APE1) | DNA repair nuclease/redox regulator APEX1 (Homo sapiens), P27695 | recombinant APE1, TAMRA/BHQ-2 abasic DNA cleavage fluorescence | Potency, µM (series often up to 65.8 µM), for inactives: top-dose activity change, negative = inhibition, usual class: inhibitors | 0.35% of 350,000 active;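 also: potency is read from the fitted curve at half-maximal effect; plate controls were vehicle for no effect and reference inhibitor for full effect; nearly all actives have a fitted effect of over 55% in size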
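Measures dequenching upon AP-site incision of a 5'-TAMRA/3'-BHQ-2 THF-containing duplex, 50 nM; human APE1 0.75 nM after 15 min room-temperature exposure to compound; kinetic three-point read at one-minute spacing.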
Pol eta inh: qHTS for Inhibitors of Polymerase Eta; 1.2% of 390,000 active; AID 588591, 2011; Potency, µM (series often up to 114 µM), without a hit: at the top dose activity change, negative = inhibition, most hits filed as inhibitors; recombinant Pol eta, fluorescent DNA replication assay; DNA polymerase eta (Homo sapiens), Q9Y253; also: potency is read from the fitted curve at half-maximal effect; % is scaled to controls: 0 for no effect and ±100 for the full control effect
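Fluorescent replication assay: 50 nM final substrate added after a 15 min room-temperature compound preincubation with 10 nM enzyme. Signal taken at 0 min and again at 10 min.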
Pol beta inh: qHTS Assay for Inhibitors of DNA Polymerase Beta. 1.3% of 340,000 active. P06746. AID 485314, 2010. Pol beta primer extension/strand displacement, fluorescence kinetic. Potency, µM (top dose mostly 114 µM), without a hit: at the top dose activity change, negative = inhibition, usual class: inhibitors; also: potency is read from the fitted curve at half-maximal effect; % is scaled to controls: 0 for no effect and ±100 for the full control effect
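Curves were derived by four-parameter Hill fits of normalized qHTS data. The kinetic fluorescent primer-extension read was taken at 0 and 10 min after 50 nM substrate, following a 15 min room-temperature preincubation of 10 nM enzyme with compounds.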
POLK inh: qHTS for Inhibitors of Polymerase Kappa | DNA polymerase kappa (Homo sapiens), Q9UBT6 | 0.53% of 400,000 active | Potency, µM (top dose mostly 107 µM), without a hit: at the top dose activity, negative = inhibition, most hits filed as inhibitors | purified Pol kappa, fluorescent DNA synthesis assay, 10 min; also: potency is read from the fitted curve at half-maximal effect; % is scaled to controls: 0 for no effect and ±100 for the full control effect
Target sequence (Q9UBT6 whole entry, looked up): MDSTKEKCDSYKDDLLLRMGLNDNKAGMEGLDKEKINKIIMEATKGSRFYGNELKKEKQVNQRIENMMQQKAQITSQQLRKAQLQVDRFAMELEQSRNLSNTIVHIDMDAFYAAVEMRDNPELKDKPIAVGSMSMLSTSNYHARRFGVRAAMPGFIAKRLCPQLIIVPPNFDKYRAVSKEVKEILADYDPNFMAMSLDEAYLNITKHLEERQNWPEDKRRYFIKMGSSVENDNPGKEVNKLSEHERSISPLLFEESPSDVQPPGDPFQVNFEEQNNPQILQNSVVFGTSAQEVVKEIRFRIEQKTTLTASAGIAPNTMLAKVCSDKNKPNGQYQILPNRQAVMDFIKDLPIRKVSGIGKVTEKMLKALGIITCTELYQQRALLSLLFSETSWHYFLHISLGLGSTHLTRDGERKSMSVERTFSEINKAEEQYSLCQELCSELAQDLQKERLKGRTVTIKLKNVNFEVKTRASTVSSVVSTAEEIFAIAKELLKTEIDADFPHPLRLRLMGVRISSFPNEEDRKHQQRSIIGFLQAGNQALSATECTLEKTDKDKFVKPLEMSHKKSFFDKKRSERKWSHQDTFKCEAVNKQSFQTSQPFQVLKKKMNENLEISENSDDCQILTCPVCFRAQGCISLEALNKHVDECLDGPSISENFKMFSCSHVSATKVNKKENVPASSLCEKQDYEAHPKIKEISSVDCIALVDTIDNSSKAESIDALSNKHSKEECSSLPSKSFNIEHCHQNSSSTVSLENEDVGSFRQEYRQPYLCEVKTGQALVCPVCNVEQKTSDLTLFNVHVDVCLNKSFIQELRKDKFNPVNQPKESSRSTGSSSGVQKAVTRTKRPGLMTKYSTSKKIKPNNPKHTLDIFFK
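10 nM Pol kappa was preincubated with compounds for 15 min at room temperature. Reaction started with 50 nM (final) substrate. Fluorescence read kinetically at 0 and 10 min.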
LDHA inh: qHTS assay for inhibitors of human lactate dehydrogenase; L-lactate dehydrogenase A chain (Homo sapiens), P00338; purified LDHA, NADH/diaphorase-resazurin fluorescence; stronger effect = lower value; activity change, % (values are at about 110 or 230 µM); 0.15% of 480,000 active; AID 1347041, 2019; in the data active = activity change below about -30%; inconclusive = mostly about -25% to -30%;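 also: plate controls were DMSO wells for no effect and wells without enzyme for full effect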
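Enzyme activity of human lactate dehydrogenase 5 (2 nM; 0.06 mM NADH, 0.2 mM pyruvate, 5 min, RT) is measured via a resazurin/diaphorase fluorescence readout of residual NADH.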
* = called active by the depositor; ? = inconclusive; . = not tested or not shown; & = joins results of further samples; [ ] = dose if it differs, or a comment. Unless noted, calls follow the shape of the dose curve; as a rule, active = well fitted curve in the direction sought with a large enough effect; inconclusive = small, poorly fitted or top-dose-only effect, or another doubt; inactive = no such curve, though single readings can be large; an effect the other way counts as inactive or inconclusive. A portion of the library. The share of hits here may be higher or lower than overall.

Molecule | GRP78 ERSR act | Apoferritin bind | POLI inh | BLM inh | APEX1 inh | Pol eta inh | Pol beta inh | POLK inh | LDHA inh
CCN(CC)S(=O)(=O)c1ccc(NC(=O)c2cc(=O)[nH]c3ccccc23)cc1 | -5% | ? | 19% | 2% | 16% | -19% | 45%[activator] | 1% | -2
CCN1CCN(c2ccc(NC(=O)c3cccc4ncccc34)cc2)CC1 | -2% | -15% | 48%[activator] | -5% | -1% | -7% | -23% | 0% | -3
c1ccc(CCn2c(SCc3ccccc3)nnc2-c2ccncc2)cc1 | -4% | 3% | -6% | 4% | 0% | -1% | -12% | -21% | -5
COc1ccc(C(CNC(=O)c2c(C)nn(Cc3ccccc3)c2Cl)N2CCOCC2)cc1 (stereo unspecified) | 0% | . | 13% | . | -4% | -4% | . | -7% | -3
CCOc1ccc(OCC(=O)OCc2csc(CC(=O)Nc3ccccc3C)n2)cc1 | -6% | . | 37%[activator] | . | 6% | -7% | . | 2% | -8
COc1ccc(CN2CC(C(=O)N3CCOCC3)CC2=O)cc1 (stereo unspecified) | -2% | -10% | -9% | -2% | 5% | -8% | -2% | -17% | -6
Cc1c(C)n(C(=O)CN2CCN(c3ccccn3)CC2)c2ccccc12 | 6% | -11% | 18% | -13% | -4% | -5% | 1% | -11% | 1
COc1ccccc1-c1nnn(C/C(N)=N/O)n1 | -5% | -4% | 10% | -1% | 1% | -14% | 13% | -3% | -8
O=[N+]([O-])c1ccc(COc2ccc(CN3CCCCC3)cc2)cc1 | 1% | . | 5% | . | . | -16% | . | -1% | -7
CCCCNS(=O)(=O)c1cccc(S(=O)(=O)N2CCCC2)c1 | -5% | -17% | 22% | 0% | 1% | -20% | 11% | -3% | -6
O=C(NC1CCCCC1)C(c1ccccc1)N(Cc1ccco1)C(=O)Cn1cnc2ccccc21 (stereo unspecified) | 2% | -7% | -9% | -5% | 3% | -19% | -3% | -9% | 1
Cc1cnc(C)cn1 | -2% | . | 48%[activator] | . | . | . | . | -19% | -1
O=C(NN=C1CCN(Cc2ccccc2)CC1)C(O)c1ccccc1 (stereo unspecified) | -3% | -1% | -7% | 1% | -2% | -18% | -22% | -3% | -4
O=C(COC(=O)c1ccc([N+](=O)[O-])cc1Cl)Nc1cccnc1Cl | 1% | . | -15% | . | -10% | 4% | . | -6% | -4
COc1ccc(S(=O)(=O)N2CCCCC2)cc1NS(=O)(=O)c1ccccc1F | -3% | -10% | 95%[activator] | 2% | -4% | 12% | 1% | -12% | -2
CC(=O)N=c1sc2nc3ccccc3nc2n1N(C(C)=O)C(C)=O | -2% | -2% | ? | -5% | ? | -10% | 4% | -20% | 3
Cc1ccc(S(=O)(=O)N2CCCCC2)cc1NC(=O)C1CC1 | -2% | . | 39%[activator] | . | -4% | 2% | . | -20% | -3
CCN1C[C@@H]2[C@@H]3C(=O)N(Cc4ccccc4)C(=O)[C@@H]3[C@](C)(C1=O)N2C(=O)c1ccc(Br)cc1 | -1% | . | 0% | . | . | -17% | . | 1% | 0
O=c1[nH]c(N2CCOCC2)cc2ccccc12 | -1% | . | ? | . | . | -9% | . | -32% | 11
CCOc1ccc(CCNC(=O)c2ccc(CS(=O)(=O)c3ccccc3C)o2)cc1OCC | -3% | -7% | 8% | -1% | . | -15% | 23% | -10% | -6
COc1ccccc1NS(=O)(=O)c1cccc(NC(=O)Nc2cccc(Cl)c2)c1 | -6% | -2% | -5% | -9% | 4% | -22% | 3% | -7% | -5
COC(=O)c1ccc(Oc2nc(Nc3ccc(F)cc3)nc(N3CCCC3)n2)cc1 | -3% | -6% | -9% | -6% | -4% | -13% | 0% | 0% | -5
CCN(CC)CCCNC(=O)c1ccc2c(Cl)c3c(nc2c1)CCCC3 | -3%&-3% | ? | 27%&36% | 8%&28% | -2% | 9%&-16% | -1%&20% | -2%&6% | -4&3
O=C1NC2(CCCCC2)N=C1c1ccccc1 | -2% | ? | -2%[58.9 µM] | -1% | -1% | -8% | 2% | -3% | -9
CCCC(=O)N1c2ccccc2[C@@H](N(C(C)=O)c2ccccc2)C[C@H]1C | 3% | -9% | 7% | -1% | 0% | -9% | 9% | -4% | -9
CC1=[N+](C)c2ccc3ccccc3c2C1(C)C | -5% | -1% | ? | -9% | 14µM* | -12% | 1% | -21% | 7
Cc1onc(-c2ccccc2)c1C(=O)Nc1ccc(S(=O)(=O)NC2=NCCCCC2)cc1 | -3% | -17% | 4% | 2% | -3% | 6% | 29% | -22% | -7
Cc1ccc(S(=O)(=O)CC(=O)Nc2nnc(C)s2)cc1 | -3% | -9% | 29% | -4% | 15% | -13% | 1% | -8% | -2
C#CCOC(=O)CCCNc1ccc([N+](=O)[O-])cc1[N+](=O)[O-] | 0% | ? | ? | -13% | ? | ? | ? | ? | -6
CCCCNC(=S)NNC(=O)c1csc(C)c1 | 1% | -4% | -2% | -10% | -1% | -24% | -21% | 0% | 2
CCCNC(=O)OC[C@H]1O[C@H](CCO/N=C/C[C@@H]2C=C[C@H](OC(C)=O)[C@@H](COC(C)=O)O2)C=C[C@@H]1Oc1ccc(OC)cc1 | . | -2% | . | -11% | 7% | . | 1% | . | .
Cc1ccc(-c2nc(SCC(=O)N(C)c3c(N)n(Cc4ccccc4)c(=O)[nH]c3=O)n[nH]2)cc1 | 8% | 1% | 31% | -4% | 1% | -23% | 89µM* | -3% | 2
CCC(CC)c1nnc(NC(=O)c2cccc(S(=O)(=O)N3CCOCC3)c2)s1 | -3% | . | 93%[activator] | . | -7% | -15% | . | -5% | -9
CCOc1ccc(NC(=O)c2cc(C)nc3c2c(C)nn3-c2cccc(F)c2)cc1 | -1% | -14% | -3% | 1% | . | -4% | 42% | 3% | -3
Cc1ccc(S(=O)(=O)N2CCOCC2)cc1C(=O)NC(C)CCc1ccccc1 (stereo unspecified) | -3% | . | 41%[activator] | . | -12% | ? | . | -6% | -2
COC(=O)C(Cc1ccccc1)NC(=O)c1cccc(S(=O)(=O)N(C)C)c1 (stereo unspecified) | 2% | -3% | 12% | -1% | 7% | -6% | 2% | 0% | -3
CCO[C@@H]1OC(C(N)=O)=C[C@H](C2CC2)[C@H]1CCCO | -4% | . | 24% | . | . | -7% | . | 11% | 1
COc1ccccc1N1CCN(C(=O)c2ccc3[nH]c4c(c3c2)CCCC4)CC1 | 0% | -8% | -14% | -7% | 2% | ? | -21% | -19% | -2
O=C(Nc1sc(-c2ccccc2)cc1C(=O)O)c1ccccc1 | 11% | 3% | 13% | -3% | -4% | -19% | 4% | -1% | -5
Cc1nn2cc(-c3ccc(N)cc3)nc2s1 | -4% | -12% | 1% | -2% | -3% | -11% | 16% | -4% | 0
CCC(=O)NC(Nc1cc(C)cc(C)n1)(C(F)(F)F)C(F)(F)F | -3% | -1% | 21% | 3% | -2% | 9% | -6% | -19% | -1
CC(=O)Oc1ccc(-c2ccc(C(=O)Nc3cccc(S(=O)(=O)N4CCOCC4)c3)cc2)cc1 | -6% | ? | 115%[activator] | -10% | -6% | 9% | -26% | -2% | -9
CC(C)C(c1nnnn1C1CCCC1)N1CCN(c2ccccc2F)CC1 (stereo unspecified) | 0% | ? | 6% | -3% | -1% | -15% | 40% | 2% | -7
Cc1nc2cc(C(F)(F)F)ccc2n1CCNc1nc(-c2ccc(F)cc2)cs1 | 3% | ? | ? | -3% | -17% | -9% | 29% | 0% | 10
CCOC(=O)CSc1nnc(-c2ccc([N+](=O)[O-])cc2)o1 | 0% | -5% | 39%[activator] | -2% | 1% | -14% | 7% | 5% | -6
NC(=O)C1CCN(c2nc(-c3ccc(F)cc3)cs2)CC1 | -3% | . | ? | . | 45%&1%[activator] | -12% | . | 4% | 0
O=C(NC(Cc1ccccc1)C(=O)O)/C(=C/c1ccco1)NC(=O)c1cccc([N+](=O)[O-])c1 (stereo unspecified) | -1% | -2% | 9% | -2% | -10% | -20% | -4% | -4% | -1
c1ccc(COC2CCCN(Cc3nc(-c4cccs4)no3)C2)nc1 (stereo unspecified) | 2% | -4% | 39%[activator] | -2% | -9% | -8% | 1% | -1% | -9
CCc1nnc2c(NCCc3ccc(OC)c(OC)c3)nc3ccccc3n12 | 0%&-3% | -1%&-10% | 33%&24%[activator] | -3%&-2% | 11% | ? | 3%&0% | 0%&-23% | -2&-5
CC(C)OC(=O)Cn1cnc2ccc(Br)cc2c1=O | 7% | ? | 5% | 1% | -1% | -10% | 17% | -4% | -9
COC(=O)c1cccc(NC(=O)NC(=O)c2ccccc2Cl)c1 | -13% | 0% | -17% | -10% | ? | -18% | 52%[activator] | -13% | -3
Cc1ccc(S(=O)(=O)N2CCC(C(=O)NCCCOC(C)C)CC2)cc1 | -2% | -7% | -4% | -1% | 11% | 1% | 9% | -4% | -6
CCOC(=O)C1CCCN(S(=O)(=O)c2ccc3[nH]c(=O)oc3c2)C1 (stereo unspecified) | -2% | -6% | 25% | -1% | . | -12% | -1% | -8% | 3
CN(CC(=O)NCCc1ccc(F)cc1)Cc1ccccc1 | 0% | 1% | -11% | -3% | 69% | ? | 2% | -5% | -3
CCC1(C)Cc2c(C#N)c(N)n(-c3ccccc3)c(=S)c2CO1 (stereo unspecified) | -3% | -3% | 86%[activator] | -5% | 6% | -20% | 0% | -7% | -1
Cc1ccc(-c2cc(C(=O)Oc3ccccc3)c3cc(C)ccc3n2)cc1 | 0% | -9% | 12% | -1% | . | -20% | 11% | -13% | -12

High-throughput results from PubChem.
